# PME-1 inh = blocks human protein phosphatase methylesterase 1; recombinant PME-1, FP-Rh probe fluorescence polarization; actives 0.53% (n = 320,000); Q9Y570; inhibition, % at 5.9 µM;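 active = inhibition above the campaign mean of all compounds plus 3 SD, cut at about 26% in these data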;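 also: competitive labeling of PME-1 active site by serine hydrolase directed probe; 0% = PME-1 with DMSO and 100% = wells lacking PME-1 enzyme; inhibitors block probe labeling so polarization falls and inhibition rises; many of its hits are not listed in these tables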
# VLA-4 inh = inhibition in a human VLA-4 binding assay. P13612. VLA-4 expressing cells, ligand binding flow cytometry. inhibition, % (about 7 µM as worked out from the volumes in the protocol). actives 0.2% (n = 330,000); in the data active = inhibition above about 50%
# Target sequence (P13612 whole entry, looked up): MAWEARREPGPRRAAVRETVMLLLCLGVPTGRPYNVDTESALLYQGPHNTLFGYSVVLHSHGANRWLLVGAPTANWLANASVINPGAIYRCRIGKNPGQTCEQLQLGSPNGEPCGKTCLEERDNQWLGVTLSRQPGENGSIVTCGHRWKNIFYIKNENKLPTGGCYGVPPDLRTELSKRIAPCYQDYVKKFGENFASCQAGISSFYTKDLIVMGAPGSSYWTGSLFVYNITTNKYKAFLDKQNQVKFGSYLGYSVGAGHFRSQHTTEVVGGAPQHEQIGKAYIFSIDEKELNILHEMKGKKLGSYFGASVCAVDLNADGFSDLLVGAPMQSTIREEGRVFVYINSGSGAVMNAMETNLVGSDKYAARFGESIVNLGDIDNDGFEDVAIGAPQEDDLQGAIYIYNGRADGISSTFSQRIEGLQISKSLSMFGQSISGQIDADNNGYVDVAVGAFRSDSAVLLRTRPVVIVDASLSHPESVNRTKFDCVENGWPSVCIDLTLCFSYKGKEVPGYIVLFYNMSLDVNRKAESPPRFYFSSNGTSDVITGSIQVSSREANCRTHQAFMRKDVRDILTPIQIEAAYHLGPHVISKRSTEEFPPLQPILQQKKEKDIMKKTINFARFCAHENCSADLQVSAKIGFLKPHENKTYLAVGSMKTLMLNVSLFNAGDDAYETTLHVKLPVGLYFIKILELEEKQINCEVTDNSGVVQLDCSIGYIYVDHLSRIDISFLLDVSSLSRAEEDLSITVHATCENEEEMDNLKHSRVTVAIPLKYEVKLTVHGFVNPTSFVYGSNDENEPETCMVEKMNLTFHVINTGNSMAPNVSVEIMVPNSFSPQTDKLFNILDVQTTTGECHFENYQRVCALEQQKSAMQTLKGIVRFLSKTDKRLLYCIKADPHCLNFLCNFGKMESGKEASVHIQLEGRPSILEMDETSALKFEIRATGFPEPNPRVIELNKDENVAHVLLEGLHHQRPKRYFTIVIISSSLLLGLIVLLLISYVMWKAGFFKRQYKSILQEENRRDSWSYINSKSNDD
# Efflux pump inh = blocks antifungal efflux pumps in multiplex yeast assay; AID 485275; actives 0.44% (n = 330,000); S. cerevisiae Candida pump triplex, Nile Red efflux; inhibition, % at 10 µM;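 active = plate passing quality check with inhibition over a set limit, or well fluorescence over plate mean plus 4 SD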;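 also: Nile Red retained in pooled yeast measured as flow cytometry median fluorescence; 0% = buffer negative control and 100% = Enniatin B positive control; higher means more Nile Red kept so more efflux inhibition; some compounds called inactive have numbers as strong as hits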
# Bcl-xL primary = inhibitors of human Bcl-xL | AID 2129 | inhibition, % at 10.9 µM | GST-Bcl-xL / FITC-Bim BH3 peptide fluorescence polarization | actives 0.7% (n = 320,000);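 active = inhibition above the mean of all tested compounds plus 3 SD, cutoff set per campaign, cut at about 30% in these data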;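 also: 0% = DMSO wells and 100% = unlabeled Bim-BH3 peptide competitor; inhibitors lower millipolarization by displacing the labeled peptide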
# GRK2 aptamer HTS = blocks RNA aptamer binding to human GRK2; P25098; inhibition of aptamer binding, % at 10 µM; actives 0.59% (n = 330,000); bead flow cytometry, FAM-aptamer displacement from GRK2;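 active = inhibition of aptamer binding above 40%, roughly 3 SD of noise, on plates passing a quality check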;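 also: median bead fluorescence of bound FAM aptamer so fluorescent compounds give negative values; no value below 0 was filed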
# GLD-1 RNA inh = GLD-1-TGE RNA interaction inhibition (C. elegans); Q17339; purified GLD-1 + fluorescein TGE RNA, fluorescence polarization; inhibition, % at 5.96 µM; actives 0.44% (n = 320,000);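 active = percent inhibition above a per-plate cutoff, the plate mean of test compounds plus 3 SD, cut at about 30% in these data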;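 also: 0% = DMSO wells with GLD-1 and probe and 100% = wells lacking GLD-1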
# Fam108B inh = counter-screen for RBBP9 inhibitors: inhibitors of mouse Fam108B; recombinant Fam108B, FP-Rh probe fluorescence polarization; inhibition, % at 9.51 µM; actives 0.33% (n = 300,000); AID 1947;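 active = inhibition above the screen mean inhibition plus 3 SD, computed separately per campaign, cut at about 18% in these data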;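 also: inhibitors lower polarization as less probe binds the enzyme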
# MCL1 BIM primary = inhibitors of human MCL1 binding to BIM-BH3 peptide; Q07820; GST-MCL1 / FITC-Bim-BH3 fluorescence polarization; inhibition, % at 10.9 µM; actives 0.68% (n = 320,000);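 active = inhibition above the mean inhibition of all tested compounds plus 3 SD, set per campaign, cut at about 40% in these data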;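 also: 0% = DMSO wells and 100% = unlabeled Bim-BH3 peptide control; higher means more loss of mP so more displacement of Bim peptide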
# MEX-5 binding = C. elegans MEX-5 TCR-2 RNA binding activity | MEX-5/FITC-TCR2 RNA binding, fluorescence polarization; active compounds read low | activity score (negative = inhibition of binding), % at 10 µM | actives 0.38% (n = 300,000) | AID 1832;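 active = inhibition past about -25% in most replicates, and total fluorescence under double the plate's negative control median, limit read from the data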;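 also: 0% = DMSO and -100% = 5 µM competing unlabeled TCR2 RNA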
# Starred values were filed as active, the others as inactive; / = no result given. The list is partial (hit frequency here may not be typical).
# Every second line gives: PME-1 inh	VLA-4 inh	Efflux pump inh	Bcl-xL primary	GRK2 aptamer HTS	GLD-1 RNA inh	Fam108B inh	MCL1 BIM primary	MEX-5 binding
COc1cnc(-c2ccccn2)nc1Sc1ccc(C)cc1
 : 3	6	-0.2	2	1	-6	5	4	4.5
Cc1ccc(C2=NS(=O)(=O)N(C)C(C(=O)N3CCOCC3)=C2)cc1
 : 3	8	-0.1	0	2	-4	5	1	4.0
O=C(NCc1ccccc1Cl)C1CCCN1S(=O)(=O)c1ccccc1F (stereo unspecified)
 : -2	7	-0.2	3	2	1	0	1	-8.4
COC(=O)c1ccccc1C(=O)N(Cc1cccnc1)CC1CCCN(C2CCCCC2)C1 (stereo unspecified)
 : -5	-105	0.0	1	0	-5	3	4	2.4
CSCCC(NS(=O)(=O)c1ccc(Cl)cc1)C(=O)OCC(=O)c1ccc(F)cc1 (stereo unspecified)
 : 2	6	-0.4	-2	1	12	-7	1	3.1
Cc1ccc(-c2nc(CS(=O)(=O)CC(=O)N3CCc4ccccc4C3)c(C)o2)cc1
 : -1	-23	0.0	6	0	9	0	7	0.7
COc1ccc(OC)c(NS(=O)(=O)c2ccc3c(c2)C(C)(C)C(=O)N3C)c1
 : 2	27	-0.1	-5	0	7	1	-1	-2.9
COc1ccc(OC)c(C2c3c(oc4ccccc4c3=O)C(=O)N2CCCN(C)C)c1 (stereo unspecified)
 : 3	0	-0.1	-2	0	-2	0	0	0.8
CCOC(=O)COc1ccccc1/C=C1/NC(=O)NC1=O
 : 4	-10	0.2	7	0	-3	-2	-3	0.1
CCOc1ccccc1N(CC(=O)NC1CCCCC1)S(=O)(=O)c1ccccc1
 : -2	14	0.2	0	1	5	-2	2	2.6
CCOC(=O)c1cnc2ccccc2c1NCCO
 : 1	13	0.0	2	0	6	-3	4	-0.9
CC(Sc1ncnc2sc(-c3ccccc3)cc12)C(=O)NCC1CCCO1 (stereo unspecified)
 : -8	-1	0.2	4	1	-7	-7	13	-3.2
CCN(CC)Cc1c(C(=O)N/N=C/c2cccs2)nnn1-c1nonc1N
 : -4	6	0.0	-4	1	-2	-1	1	1.3
O=C(N/C(=C/c1cccnc1)C(=O)N1CCOCC1)c1ccccc1Cl
 : 2	28	-0.2	1	2	-5	0	1	3.8
O=C(OCC(=O)N1CCCC1)c1cc([N+](=O)[O-])ccc1Cl
 : -4	5	-0.3	-2	0	3	1	-4	1.2
Cc1cc(C(=O)NC2CCCc3c2cnn3-c2ccccc2F)nc(C)n1 (stereo unspecified)
 : -8	-9	1.0	-4	3	-3	-9	-9	-0.1
N#Cc1sc2nc(-c3cccs3)cc(-c3ccc(F)cc3)c2c1N
 : -7	-13	0.0	2	3	6	-2	-3	-2.7
O=C(c1cccc(F)c1)N1CCN(C(=O)c2cc3nc(-c4ccco4)cc(C(F)(F)F)n3n2)CC1
 : 18	-1	-0.3	4	3	-1	1	3	-1.3
CCOC(=O)COc1ccc2c(c1)c(C(C)=O)c(C)n2-c1ccc(OC)cc1
 : 5	17	0.1	6	3	-2	5	3	0.4
O=C(Cc1c(F)cccc1Cl)NNC(=O)c1ccncc1
 : 4	-9	0.1	-2	0	5	/	4	/
N#Cc1ccc(-c2nc3ccc(Br)cc3c(=O)n2O)cc1
 : 5	-2	0.3	4	0	-1	-3	3	2.2
Cc1cc(C(=O)N/N=C/C(Cl)=C/c2ccccc2)c(C)o1
 : -5	7	0.1	-3	0	4	-3	-2	-2.6
CC(C)CN1CCC(=O)N(CCC#N)CC1
 : 1	0	-0.1	9	3	3	5	5	-0.8
CC(=O)c1ccc(NC(=S)NC(=O)/C=C/c2ccc(F)cc2)cc1
 : 3	3	0.6	2	0	-3	-40	4	-1.0
CC(=O)c1ccc(NC(=S)N2CCN(c3cccc(Cl)c3)CC2)cc1
 : 2	-2	0.1	-2	0	-3	1	1	-2.0
O=C(CCn1c(=O)c2cccn2c2cccnc21)NCc1cccc(Cl)c1
 : -1	-2	0.1	0	0	4	3	5	-2.3
CCCCCC(=O)Nc1ccc(C(=O)CN2C(=O)NC3(CCCCCC3)C2=O)cc1
 : -3	-2	-0.1	2	0	4	1	0	1.3
CCOC(=O)/C(C#N)=C/c1c(N2CCN(c3ccc(OC)cc3)CC2)nc2c(C)cccn2c1=O
 : /	22	-0.1	/	0	/	/	/	4.4
Cc1ccc(C(=O)NNC2=NC(C)(C)Cc3ccccc32)cc1
 : -3	0	0.0	5	2	6	-1	8	3.1
c1ccc(N2CCN(Cc3cn4cccnc4n3)CC2)cc1
 : -10	8	-0.1	3	0	5	-4	-2	1.1
O=C(NCc1ccc2c(c1)OCO2)C1CCC(CNS(=O)(=O)c2ccc(Cl)cc2)CC1 (stereo unspecified)
 : -1	15	0.0	7	0	7	1	8	-1.2
CCOC(=O)c1ccc(NC(=O)COC(=O)c2cccc(Oc3ccccc3)c2)cc1
 : -80	9	-0.2	3	6	8	-46	0	0.0
O=S(=O)(NC1CCCCCCC1)c1ccccc1
 : 2	13	-0.1	6	1	7	-2	6	-2.1
CCOC(=O)c1ccc(NC(=O)CSC(=S)N2CCOCC2)cc1
 : 6	2	0.3	7	0	-2	-3	-3	1.4
O=C(O)Cn1c(SCCOc2ccccc2F)nc2ccccc21
 : -6	7	0.1	4	0	-1	2	-3	-0.7
Cc1ccc(S(=O)(=O)N2CCC(C(=O)NCCC3=CCCCC3)CC2)cc1C
 : 24	7	0.1	2	0	-2	3	2	-3.0
CCOc1ccc(NS(=O)(=O)c2ccc3c(c2)CCN3C(=O)C2CCC2)cc1
 : 6	6	0.1	9	2	2	2	6	2.0
COc1ccccc1NC(=O)CSc1nncn1N
 : /	2	0.3	/	1	/	/	/	1.9
Nc1c(C(=O)NCc2ccco2)nnn1CC(=O)Nc1ccccc1
 : -3	-6	0.2	6	0	-4	1	11	-0.1
O=C(Nc1ccc(N2CCCC2)cc1)c1ccc2ccccc2c1
 : 3	0	-0.3	4	0	-2	12	4	3.9
CN(C)c1ccc(C2NC(=O)c3ccccc3N2)cc1 (stereo unspecified)
 : -2	2	0.4	-3	1	-10	-5	3	0.2
O=C(NC1CCCC1)C(c1ccccc1)N(C(=O)c1ccco1)C1CCCC1 (stereo unspecified)
 : -1	-18	-0.1	5	0	15	5	4	1.2
O=C(CSc1nncs1)Nc1ccc(Cl)cc1C(F)(F)F
 : 0	-6	0.0	1	3	8	-4	5	1.7
CCOC(=O)C1CCCN(C(=O)COc2ccc(N(C)S(=O)(=O)c3ccc(C)cc3)cc2)C1 (stereo unspecified)
 : -4	5	0.1	0	0	5	-3	-3	-0.3
O=C(NC1CCN(C(=S)NCc2ccco2)CC1)c1ccc(F)cc1
 : 4	15	0.2	5	1	9	4	11	0.9
CCOC(=O)CN1C(=O)C(=O)c2cc(C)ccc21
 : 10	7	0.2	5	1	3	2	1	-0.1
CCc1nccn1CCC(=O)N1CCCC(N2CCN(c3cccc(Cl)c3)CC2)C1 (stereo unspecified)
 : /	9	-0.1	/	1	/	/	/	-0.2
CCOC(=O)N1CCN(S(=O)(=O)c2ccc(C(=O)N(CCN(CC)CC)c3nc4ccc(C)cc4s3)cc2)CC1
 : 1	-7	-0.2	6	5	-2	-3	4	-0.3
CCOc1ccc(C(=O)Nc2ccccc2N2CCCC2)cc1
 : 1	4	0.0	5	3	4	1	10	1.2
COc1ccc(-c2[nH]ncc2CN2CCC(C(=O)N3CCOCC3)CC2)c(F)c1
 : -2	7	-0.1	5	5	1	-3	6	-2.0
O=S(=O)(c1ccc(N2CCN(c3ccc(F)cc3)CC2)cc1)N1CCCC1
 : -2	-6	0.5	7	7	0	-5	10	-4.3
COc1cccc(C(=O)NCC2CCN(c3ccc(S(=O)(=O)N4CCOCC4)cc3)CC2)c1
 : -3	0	0.1	0	1	-7	0	-1	-30*
COc1ccc(CN2C(=O)c3ccccc3C2=O)cc1
 : 7	13	0.0	-5	1	3	-2	-6	-0.1
O=C(O)c1ccc2c(=O)n3c(nc2c1)/C(=C/c1ccc(Cl)c([N+](=O)[O-])c1)CC3
 : 0	6	0.1	1	12	-7	1	-5	-1.8
CC1(C)CC(=O)C(C=NCCN2CCN(C(=O)c3ccccc3)CC2)=C(O)C1
 : 6	-8	0.0	1	1	8	0	3	0.4
O=C(O)c1ccc(N/N=C/c2ccc(-c3cc(Cl)ccc3Cl)o2)cc1
 : 13	5	0.2	6	0	-2	22*	17	-4.9
COc1cccc(/C=C/C(=O)OCC(=O)c2c[nH]c3ccccc23)c1
 : -12	-3	0.1	1	1	-3	/	5	/
CCn1c(SCC(=O)Nc2ccccc2)nnc1-c1ccc(S(=O)(=O)N2CCOCC2)cc1
 : -1	10	-0.1	1	1	2	0	2	-0.2
CCc1ccc(OCC(=O)Nc2cccc3c2CCCC3)cc1
 : -37	24	0.3	2	0	3	-10	3	2.1
Cc1cc(C(=O)OCCN2C(=O)c3ccccc3C2=O)c2ccccc2n1
 : -3	-11	0.3	3	0	2	-2	-3	-2.2

# More records:
# Every second line gives: PME-1 inh	VLA-4 inh	Efflux pump inh	Bcl-xL primary	GRK2 aptamer HTS	GLD-1 RNA inh	Fam108B inh	MCL1 BIM primary	MEX-5 binding
O=c1[nH]c(CN2CCN(S(=O)(=O)c3ccc4c(c3)OCCO4)CC2)nc2sc3c(c12)CCCC3
 : -3	-13	-0.1	-1	3	-5	10	-8	-0.4
O=C(NCCc1c[nH]c2ccccc12)c1cnc2n(c1=O)CCS2
 : 1	49	0.4	-7	0	3	-3	-9	3.0
Cc1cc(C(=O)N2CCN(c3ccccn3)CC2)no1
 : 0	3	0.0	7	0	0	-1	5	0.6
Cc1cccc(N(CC(=O)NC2CCCCC2)C(=O)c2csnn2)c1
 : -9	2	0.4	2	0	2	4	1	-0.6
CCOC(=O)C1=C(c2ccccc2)NC(=O)NC1c1cccc(OC)c1OC (stereo unspecified)
 : 6	2	0.1	5	0	2	5	2	/
Cc1ccc(NS(=O)(=O)c2cc(C(=O)NCc3cccnc3)ccc2C)cc1
 : /	9	0.0	/	1	/	/	/	-0.9
CN(C)c1ccc(C(=O)OCc2ccccc2)cc1
 : 2	-1	-0.1	3	2	-1	-2	5	-2.3
O=C(C1=COCCO1)N1CCN(S(=O)(=O)c2cccc(Cl)c2Cl)CC1
 : -1	-2	-0.1	1	2	-1	0	-18	-2.1
Cc1c(C)n(Cc2ccccc2)c2ncnc(N)c12
 : 4	15	0.0	4	0	-5	3	2	0.6
CCc1nc(-c2ccc(C)nc2OC)no1
 : -2	8	0.0	-9	0	0	-1	-20	1.4
Cc1ccc(NC(=O)CSc2nnc(-c3cnccn3)n2-c2ccccc2)cc1
 : -1	-2	0.4	-11	0	-3	0	-3	0.8
CC(=O)Nc1ccc(SCC(=O)c2cc(C)n(-c3ccccc3)c2C)cc1
 : 12	15	1.0	-2	0	3	0	1	1.9
CCCCn1c(N)c(N(CC(C)C)C(=O)C2CCN(S(=O)(=O)c3ccc(Cl)cc3)CC2)c(=O)[nH]c1=O
 : -8	12	-0.1	-8	0	1	-4	-14	2.7
O=C(COC(=O)c1cc2ccccc2oc1=O)c1cccc([N+](=O)[O-])c1
 : -6	-1	0.2	-2	0	5	3	3	-2.1
Cc1cccc(-n2c(-c3ccc(Br)o3)n[nH]c2=S)c1
 : 6	3	-0.1	-4	0	-2	0	-18	-0.3
